# TROY NFkB inh = inhibitors of TROY-dependent NF-kB signaling | Q293 LMP1-TROYcd NF-kB luciferase reporter, 4 h | inhibition, % at 10 µM | 360,000 tested, 0.98% active;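 active means compounds whose plate-normalised and pattern-corrected inhibition of the luciferase reporter signal at the single screening dose is 50% or more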
# Exocytosis inh = lytic granule exocytosis inhibition; TALL-104 LAMP-1 surface exposure, flow cytometry; cells stimulated with thapsigargin and PMA; inhibition, % at 10 µM; 360,000 tested, 0.66% active; AID 651702;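 active means inhibition above about 55%, limit read from the data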
# NR5A2 inv ag = suppresses constitutive activity of human LRH-1; AID 602396; HEK293T StAR-luciferase reporter, LRH-1 transfected, 24 h; O00482; 360,000 tested, 0.13% active; inhibition, % at 3.6 µM;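 active means inhibition above the mean inhibition of all tested compounds plus 3 SD, cut at about 73% in these data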;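 further: 0% = DMSO wells and 100% = reporter-only cells lacking LRH-1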
# NOD2-RIPK2 inh = blocks binding of human NOD2 to RIPK2. O43353. CHO BLA complementation NOD2-RIPK2, CCF4 ratio. inhibition, % at 4.98 µM. 360,000 tested, 0.38% active. AID 624267; in the data active means inhibition above about 21%;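 further: 0% = vehicle only and 100% = reference blocker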
# Target sequence (O43353 whole entry, looked up): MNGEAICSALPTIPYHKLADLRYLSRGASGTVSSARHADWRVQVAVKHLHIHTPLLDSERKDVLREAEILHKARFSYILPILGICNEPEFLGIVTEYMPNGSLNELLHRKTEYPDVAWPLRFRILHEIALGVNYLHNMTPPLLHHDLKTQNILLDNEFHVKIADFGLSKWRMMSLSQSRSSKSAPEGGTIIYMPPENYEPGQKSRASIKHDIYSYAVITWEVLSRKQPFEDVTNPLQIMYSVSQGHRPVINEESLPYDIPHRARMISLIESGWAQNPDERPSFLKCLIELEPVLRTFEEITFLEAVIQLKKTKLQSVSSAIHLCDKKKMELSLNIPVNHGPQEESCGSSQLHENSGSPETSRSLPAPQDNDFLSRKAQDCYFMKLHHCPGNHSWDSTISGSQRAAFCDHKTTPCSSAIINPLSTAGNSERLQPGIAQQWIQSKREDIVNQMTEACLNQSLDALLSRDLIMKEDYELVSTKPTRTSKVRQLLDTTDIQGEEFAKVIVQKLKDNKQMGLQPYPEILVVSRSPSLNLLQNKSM
# SRC2 inh = inhibits human steroid receptor coactivator 2; Q15596; HEK293 GAL4-SRC2 luciferase reporter, luminescence; inhibition, % at 9 µM; 370,000 tested, 0.17% active;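 active means inhibition above the mean inhibition of all tested compounds plus 3 SD, set per campaign, cut at about 52% in these data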;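 further: 0% = DMSO treated cells and 100% = cells given Gossypol at 36 µM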
# ABHD5 PLIN5 PPI = blocks binding of human ABHD5 to perilipin-5 | Q00G26+Q8WTS1 | Split G. princeps luciferase complementation, luminescence, 4 h | inhibition, % at 4 µM | 360,000 tested, 0.78% active;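 active means inhibition above the mean inhibition across every tested compound plus 3 SD, cut at about 22% in these data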;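 further: 0% = DMSO only wells and the 100% control is not disclosed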
# COUP-TFII inh = NR2F2 (human) inhibition, primary screen; P24468; HEK293T NGFI-A luciferase reporter, luminescence; inhibition, % at 8.6 µM; 370,000 tested, 0.7% active; AID 686940;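 active means inhibition above a per-plate cutoff, mean inhibition of test wells between control levels plus 3 SD, cut at about 38% in these data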;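 further: cells cotransfected with COUP-TFII expression vector driving the NGFI-A reporter; 0% = median of COUP-TF2 test wells and 100% = reporter-only cells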
# Target sequence (P24468 whole entry, looked up): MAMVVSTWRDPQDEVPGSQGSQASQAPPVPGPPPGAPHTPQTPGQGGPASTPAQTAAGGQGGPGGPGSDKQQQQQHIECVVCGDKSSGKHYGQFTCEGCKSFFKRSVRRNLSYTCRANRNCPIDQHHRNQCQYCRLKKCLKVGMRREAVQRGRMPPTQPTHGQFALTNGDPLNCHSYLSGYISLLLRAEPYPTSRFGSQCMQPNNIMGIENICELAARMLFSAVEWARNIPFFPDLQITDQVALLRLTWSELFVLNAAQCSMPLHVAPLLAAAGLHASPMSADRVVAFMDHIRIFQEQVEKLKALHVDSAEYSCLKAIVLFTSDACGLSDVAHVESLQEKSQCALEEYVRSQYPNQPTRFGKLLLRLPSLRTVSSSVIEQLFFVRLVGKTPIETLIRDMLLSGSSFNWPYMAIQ
# TLR9-MyD88 inh = TLR9-MyD88 interaction inhibition; Q9NR96+Q99836; CHO BLA complementation TLR9-MyD88, CCF4 FRET ratio; inhibition, % at 4.98 µM; 340,000 tested, 0.21% active; AID 504734;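 active means inhibition above the mean over all tested compounds plus 3 SD, cut at about 21% in these data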;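 further: 0% = DMSO only wells and 100% = clavulanate BLA inhibitor control wells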
# TWEAK-Fn14 inh = TWEAK-Fn14 signaling inhibition; inhibition, % at 10 µM; 360,000 tested, 2% active; TWEAK-stimulated Fn14 reporter cells, luciferase luminescence, 8 h; in the data active means inhibition above about 50%
# NCOA3 inh = inhibits human SRC3 coactivator; 360,000 tested, 0.17% active; inhibition, % at 3.6 µM; HEK293 GAL4-SRC3 luciferase reporter, luminescence; AID 588352; Q9Y6Q9;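 active means inhibition above a per-campaign cutoff, the mean of all compounds plus 3 SD, cut at about 60% in these data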;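 further: 0% = DMSO-treated cells and 100% = gossypol-treated cells at 36 µM; higher means less SRC3-driven luciferase light from the GAL4 reporter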
# SRC1 inh = inhibits human SRC1 coactivator | HEK293 GAL4-SRC1 luciferase reporter, luminescence | inhibition, % at 3.6 µM | 360,000 tested, 0.12% active;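 active means inhibition above the campaign mean plus 3 SD, with each screening campaign given its own cutoff, cut at about 60% in these data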;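 further: 0% = DMSO treated cells and 100% = gossypol at 36 µM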
# Active calls of the source: *; · = no result given.
SMILES,TROY NFkB inh,Exocytosis inh,NR5A2 inv ag,NOD2-RIPK2 inh,SRC2 inh,ABHD5 PLIN5 PPI,COUP-TFII inh,TLR9-MyD88 inh,TWEAK-Fn14 inh,NCOA3 inh,SRC1 inh
O=C1C(=O)C(Cl)=C(Cl)C(Cl)=C1Cl,-3.3,-6.0,12.7,2.9,·,27.0*,·,·,4.8,27.1,10.5
CCOC(=O)Cc1c(C)nc(N)[nH]c1=O,-8.6,-1.6,-3.7,-15.6,-5.5,-0.8,-3.8,-13.2,16.5,22.3,-10.8
CC(C)(C)c1ccc(Cn2c(=O)cnc3ccccc32)cc1,81.3*,-5.3,5.4,1.7,37.4,-2.2,7.5,0.6,92.1*,21.3,16.3
CCOCCCNC(=O)C(c1ccc(Cl)cc1)N1CCN(c2ccccc2)CC1 (stereo not given),-6.8,2.7,7.4,1.9,2.6,-4.6,4.5,-3.5,6.1,-10.8,7.1
C=CCNc1nc(N2CCCC2)nc2ccccc12,-6.3,-0.8,20.8,-1.4,1.9,7.7,-1.5,-1.4,-13.3,27.1,10.7
Cc1cc(C)n2c(SCC(=O)Nc3c(C)n(C)n(-c4ccccc4)c3=O)nnc2n1,22.0,-1.4,2.0,-5.9,-0.8,-5.6,8.4,1.5,-5.6,8.4,5.1
COc1ccc(C(NC(=O)CC(C)C)c2c(O)ccc3ccccc23)cc1 (stereo not given),13.2,8.2,5.1,-0.4,-29.2,3.8,7.9,0.0,6.0,9.7,-3.2
CC(=O)c1cccc(NC(=O)CCc2nnc3ccc(NCc4ccco4)nn23)c1,-4.0,0.7,12.9,-5.5,0.1,10.6,-5.6,8.3,28.4,7.6,-7.3
CC1Oc2ccccc2N(CC(=O)N2CCCCC2)C1=O (stereo not given),-2.9,1.8,0.8,-8.7,12.4,-3.3,9.2,3.9,0.6,-0.1,2.1
Clc1ccccc1Cn1nnc2ccccc21,-3.7,3.7,29.0,1.2,11.3,-8.2,-18.8,-13.2,2.5,-6.1,-2.6
Cc1nn(C)c(C)c1NC(=O)c1ccc(S(=O)(=O)N(C)C)cc1,-12.1,3.8,18.1,4.1,-35.9,-2.7,5.6,11.8,11.8,-0.5,6.3
Cc1ccsc1C(=O)NNC(=O)COc1ccccc1Cl,-29.2,-0.6,-7.0,0.9,-43.0,-4.2,-6.6,-2.8,-8.9,5.3,-8.4
COc1ccc(-c2c(C)nn3c(N4CCOCC4)cc(C)nc23)cc1OC,8.6,-17.1,11.4,-0.2,0.5,7.5,12.1,-41.7,-12.7,12.0,13.4
COc1cccc(/C=C/C(=O)OCC(=O)Nc2ccccc2Sc2ccccc2)c1,4.2,-0.2,-8.8,-9.9,2.5,0.1,-0.8,3.8,4.8,2.2,9.8
COc1ccc(/C=C2\C(=O)NCC(=O)N2C)cc1,9.3,-6.0,-12.7,-8.8,-25.7,-3.6,7.4,-4.5,19.6,-11.1,7.4
Cc1ccc(S(=O)(=O)N(C)c2ccc(C)c([N+](=O)[O-])c2)cc1,3.1,-5.2,-15.5,-16.7,-11.3,1.9,10.2,-10.5,-13.3,1.1,-6.9
CC1=CC(=O)C(C(C)C)=C/C1=N\OC(=O)c1cccc2nc(C)oc12,9.6,-0.4,-8.9,0.2,-11.2,-5.4,-16.5,-1.4,25.8,0.6,7.8
COc1ccc(-c2cc(NC=O)c3ncc(-c4cccc(OC)c4)n3c2)cc1,-25.4,62.9*,12.7,-1.3,3.9,6.2,-5.0,·,-6.7,-1.0,-4.7
CC(C)(C)c1ccc(C(=O)N2CCC2(C)C(=O)NCc2cccs2)cc1 (stereo not given),10.6,-11.3,-0.3,-1.9,18.1,-6.1,23.3,·,12.6,3.4,-4.5
Cc1ccc(S(=O)(=O)N2CCN(Cc3cc(=O)n4ccccc4n3)CC2)c(C)c1,-0.1,7.8,0.4,4.9,11.3,-8.9,7.0,-5.7,-14.7,0.7,-2.2
O=C(c1cc(C2CC2)nc2ccccc12)N1N=C(C(F)F)CC1(O)C(F)F (stereo not given),-3.8,-2.8,-11.1,-6.0,-11.2,-2.5,6.5,2.9,80.9*,-8.0,-3.9
O=C(/C=C/c1ccc2ccccc2n1)c1cc(Br)ccc1O,-57.6,5.5,-29.9,-4.9,-13.9,-9.4,-2.6,-6.2,-18.7,-34.9,-27.3
CCOC(=O)c1cnc2ccc(C(=O)OC)cc2c1NCCCN1CCOCC1,4.1,7.5,1.6,-1.3,6.6,7.2,8.8,3.8,-27.8,-0.3,14.6
CCOC(=O)C1=C(O)CSC1=Nc1ccc(C)cc1,-17.6,-0.8,-3.8,-3.8,-5.3,4.1,-13.0,5.5,0.0,-5.0,6.0
COc1ccc(NC(=O)COC(=O)c2ccc(C)c(S(=O)(=O)N3CCCCC3)c2)cc1,-11.1,0.3,24.2,0.0,7.6,-8.9,2.2,5.8,-18.0,-9.0,-10.2
C[C@@H]1CCCCO[C@@H](CN(C)C(=O)CCC(F)(F)F)[C@@H](C)CN([C@H](C)CO)C(=O)c2cc(N(C)C)ccc2O1,9.8,-3.4,8.0,-17.2,16.5,-5.0,-11.9,2.4,14.9,-7.0,-3.0
CN(C)C(=O)c1ccc(NC(=O)COC(=O)C2CCN(S(=O)(=O)c3ccc4c(c3)OCCO4)CC2)cc1,-4.6,-8.4,5.5,6.8,-27.4,10.1,0.5,3.2,-26.4,3.1,-7.8
C#CCOCCOCCOCCNc1nc(N2CCN(C(=O)Cn3cc(CCCCN)nn3)CC2)nc(N2CCN(C(=O)[C@H](C)n3cc(CCC(=O)O)nn3)CC2)n1,-0.4,7.0,10.9,-0.5,-17.1,4.6,-0.5,-8.9,-9.3,-11.2,-15.7
CN1CCN(C(=O)c2ccc3c(c2)NC(=O)/C(=C/c2ccccc2)S3)CC1,2.4,29.3,13.7,7.6,2.2,5.4,-26.9,2.6,3.8,0.4,7.2
CC(C)CC(=O)NC(=S)Nc1nc(-c2ccc(Cl)cc2)cs1,0.5,-16.5,23.9,0.4,-13.1,10.1,2.5,-2.1,3.4,4.1,15.2

# Entries of single compounds from above. Order of screens: TROY NFkB inh | Exocytosis inh | NR5A2 inv ag | NOD2-RIPK2 inh | SRC2 inh | ABHD5 PLIN5 PPI | COUP-TFII inh | TLR9-MyD88 inh | TWEAK-Fn14 inh | NCOA3 inh | SRC1 inh
# Listed for `C#CCOCCOCCOCCNc1nc(N2CCN(C(=O)Cn3cc(CCCCN)nn3)CC2)nc(N2CCN(C(=O)[C@H](C)n3cc(CCC(=O)O)nn3)CC2)n1` = -0.4 | 7.0 | 10.9 | -0.5 | -17.1 | 4.6 | -0.5 | -8.9 | -9.3 | -11.2 | -15.7
# Listed for `COc1ccc(-c2cc(NC=O)c3ncc(-c4cccc(OC)c4)n3c2)cc1` = -25.4 | 62.9* | 12.7 | -1.3 | 3.9 | 6.2 | -5.0 | · | -6.7 | -1.0 | -4.7

# Carrying on.
SMILES,TROY NFkB inh,Exocytosis inh,NR5A2 inv ag,NOD2-RIPK2 inh,SRC2 inh,ABHD5 PLIN5 PPI,COUP-TFII inh,TLR9-MyD88 inh,TWEAK-Fn14 inh,NCOA3 inh,SRC1 inh
O=C(CCC1CCCCC1)Nc1ccccc1C(=O)N1CCOCC1,-1.1,-2.1,14.6,-19.7,10.1,0.3,-3.2,3.4,-7.7,10.8,5.8
COc1ccc(NC(=O)c2cc3ccccc3[nH]2)cc1,-39.2,-1.6,-142.3,-2.0,-85.8,-3.1,-41.3,-10.2,2.3,-87.5,-88.0
Cn1cc(Cc2ccc(C(=O)N3CCN(Cc4ccccc4)CC3)cn2)c2ccccc21,2.7,-2.8,6.4,8.6,4.3,7.4,14.5,·,-2.3,-13.2,6.8
CC(/C=C/c1ccccc1)=N/NC(=O)c1cccc(Br)c1,-26.9,4.5,-19.4,-10.2,-46.1,4.8,-33.1,-2.0,-11.4,-6.6,-4.8
CCC(Cc1ccccc1)NC(=O)CSc1ccsc1[N+](=O)[O-] (stereo not given),-2.1,0.2,14.7,1.9,-5.3,-1.3,-0.2,10.3,6.7,23.9,12.8
Cc1nc2c(C(=O)NCCC(C)C)c[nH]n2c(=O)c1Cc1ccccc1F,68.6*,-1.5,6.0,-1.5,-3.9,-4.3,3.3,-14.9,16.2,2.3,-12.5
CC1CC(C)CN(CCCNS(=O)(=O)c2cc(Br)cc3c2N(C(=O)C2CC2)CC3)C1 (stereo not given),-15.0,24.6,-4.7,3.4,10.7,11.3,23.0,4.4,18.9,-10.2,-25.0
COc1ccc(CCn2c(NN)nc3c2c(=O)[nH]c(=O)n3C)cc1,21.8,5.1,12.5,1.4,-26.5,-2.2,5.2,6.3,4.6,-4.7,-15.8
Cn1ccc2c(-c3cccc(C=O)c3)cc3c(c21)C1CCC3C1 (stereo not given),64.7*,13.2,-9.6,-10.4,0.8,5.9,-6.2,·,48.4,-14.9,8.9
CC1(C)CC(O)(CNCc2ccc3c(c2)OCO3)CCO1 (stereo not given),-16.1,0.5,-3.0,1.1,-14.9,-1.0,11.0,1.7,-18.1,0.2,10.1
CSCCC(NS(=O)(=O)c1ccc2c(c1)oc(=O)n2C)C(=O)NCc1cccs1 (stereo not given),-13.3,-1.1,15.7,-6.2,-9.2,-0.1,-7.3,-2.6,-9.2,-0.9,-7.2
CN(C(=O)CSc1nccc(=O)[nH]1)C1CCCCC1,-7.5,-1.3,0.1,-7.8,1.5,3.9,1.4,-13.2,-4.2,-10.9,8.3
CC(=O)c1c(C)n(-c2ccc(N(C)C)cc2)c2ccc(OCC(N)=O)cc12,-1.8,-1.6,-10.9,1.5,15.2,-5.3,13.7,5.3,57.5*,-5.2,-10.7
Cc1nc(-c2ccc(S(=O)(=O)N3CCN(c4ccccc4)CC3)cc2)co1,-0.2,-4.2,8.8,3.7,6.8,-0.3,-8.3,9.2,-5.4,11.6,-8.8
Cc1cc(N/N=C/c2ccccc2O)nc(N2CCOCC2)n1,-26.7,0.4,25.0,2.9,5.9,7.1,-21.4,0.9,-13.5,4.4,-41.8
Cc1cc(C)c(CN2CCC(N3CCC(C(=O)NCC4CCCO4)CC3)CC2)cc1C (stereo not given),28.3,3.4,-0.7,-4.2,11.6,0.7,4.6,-3.1,2.3,1.5,3.1
CC(NC(=O)c1ccc(Cl)cc1)c1nnc(SCc2ccc([N+](=O)[O-])cc2)n1C (stereo not given),2.3,-1.3,-29.5,-1.4,-3.0,0.0,11.1,-2.2,11.3,14.3,-5.4
CC(C)C1CCN(C(=O)C2CCC(=O)N(C3CCCCCC3)C2)CC1 (stereo not given),-64.8,-1.9,-26.3,5.8,-19.8,1.7,-27.9,5.8,-19.4,-52.1,-33.1
CC(=O)CSc1nnc(-c2cnccn2)n1-c1ccccc1,-9.9,-0.3,2.6,-2.1,-6.0,-1.3,-10.4,-9.8,-2.8,0.0,-7.1
Cc1ccc(S(=O)(=O)N2CCCCC2)cc1NC(=O)c1ccccn1,4.7,0.0,-2.7,-14.0,23.1,0.1,-12.0,-0.5,-2.7,9.3,-1.8
Nc1nnc(SCC(=O)N2CCc3ccccc32)n1-c1ccccc1,-5.5,1.5,0.7,-2.6,-0.6,-4.9,-1.8,-6.0,-1.7,-1.9,-9.4
NNC(=O)c1ccc(Cn2cc(Br)cn2)cc1,18.1,7.2,-0.9,-1.9,3.1,-3.1,12.6,1.3,-3.7,22.7,-8.5
COC(=O)CCCC(=O)N1CCCC(CNS(=O)(=O)c2ccc(OC)cc2)C1 (stereo not given),-15.6,-1.7,3.2,3.4,-2.6,-1.0,-28.0,-3.9,-6.7,13.4,-5.0

# Screening results deposited in PubChem by several laboratories.

# A portion of the library; count on the stated rates, not on these rows.
